Bioassay records from PubChem BioAssay.
FAK inh = blocks human focal adhesion kinase activity | Q05397 | biochemical FAK kinase activity assay | inhibition, %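 (tested at 7 µM)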 | 97,000 compounds, 0.84% hits | AID 727; in the data active = inhibition above about 19%;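 note: 0% = DMSO and 100% = reference compound high control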
EphB4 antag = blocks human EphB4 binding to ephrin-B2; P54760; EphB4 LBD / TNYL-RAW-Alexa532 peptide, fluorescence polarization; inhibition, % at 7 µM; 97,000 compounds, 0.15% hits; AID 720;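 active = inhibition above the screen-wide mean inhibition plus 3 SD, cut at about 15% in these data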;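 note: 0% = DMSO wells and 100% = excess unlabeled TNYL-RAW peptide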
Target sequence (P54760 whole entry, looked up, the tested form may be a part): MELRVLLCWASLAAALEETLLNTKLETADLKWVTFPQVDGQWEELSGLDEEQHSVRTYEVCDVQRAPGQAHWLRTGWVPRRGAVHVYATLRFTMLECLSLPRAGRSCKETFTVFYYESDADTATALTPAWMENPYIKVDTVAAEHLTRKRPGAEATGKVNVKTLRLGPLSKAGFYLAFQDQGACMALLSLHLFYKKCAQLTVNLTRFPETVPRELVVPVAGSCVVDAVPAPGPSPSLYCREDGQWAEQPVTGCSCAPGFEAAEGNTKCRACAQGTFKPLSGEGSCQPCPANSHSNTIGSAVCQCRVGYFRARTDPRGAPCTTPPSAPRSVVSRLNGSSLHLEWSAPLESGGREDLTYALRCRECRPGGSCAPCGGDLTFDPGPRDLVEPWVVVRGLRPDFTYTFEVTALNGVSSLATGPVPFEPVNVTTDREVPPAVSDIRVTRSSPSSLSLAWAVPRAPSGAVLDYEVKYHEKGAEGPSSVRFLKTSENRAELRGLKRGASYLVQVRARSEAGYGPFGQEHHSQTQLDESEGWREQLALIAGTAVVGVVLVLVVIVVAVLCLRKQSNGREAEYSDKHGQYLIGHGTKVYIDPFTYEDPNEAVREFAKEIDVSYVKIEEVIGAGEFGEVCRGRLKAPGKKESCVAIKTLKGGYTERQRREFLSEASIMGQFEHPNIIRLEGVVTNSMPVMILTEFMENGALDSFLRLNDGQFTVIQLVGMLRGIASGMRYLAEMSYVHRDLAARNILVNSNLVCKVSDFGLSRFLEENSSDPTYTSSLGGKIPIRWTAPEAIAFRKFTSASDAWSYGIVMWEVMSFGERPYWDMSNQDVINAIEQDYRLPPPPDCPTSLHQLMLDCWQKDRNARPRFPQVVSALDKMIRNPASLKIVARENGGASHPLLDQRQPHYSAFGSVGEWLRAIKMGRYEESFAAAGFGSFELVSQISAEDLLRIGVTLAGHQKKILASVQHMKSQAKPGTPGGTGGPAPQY
Plk1 PBD FP = inhibitors of human Plk1 polo box domain binding; P53350; Plk1 PBD phosphopeptide binding, fluorescence polarization; inhibition, %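 (tested at about 20 µM)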; 97,000 compounds, 0.13% hits; in the data active = inhibition above about 34%, passing the limit was not always enough
cytoskel mod = modifiers of cytoskeleton assembly. HUVEC TNFa F-actin phalloidin imaging, high content. inhibition, % at 2 µM. 91,000 compounds, 0.18% hits. AID 836;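 active = inhibition above the batch mean plus 3 SD and confirmed as a hit by visual image inspection, cut at about 30% in these data, passing the limit was not always enough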; note: strong numbers were not always called active
Rev-RRE block = disrupts HIV-1 Rev binding to RRE RNA. P05866. Rev peptide-RRE RNA binding, FRET. inhibition, % at 8 µM. 97,000 compounds, 0.79% hits. AID 704;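 active = inhibition above the screen-wide mean plus 3 SD, cut at about 35% in these data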;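 note: 0% = median DMSO wells and 100% = median Neomycin B control wells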
Target sequence (P05866 whole entry, looked up): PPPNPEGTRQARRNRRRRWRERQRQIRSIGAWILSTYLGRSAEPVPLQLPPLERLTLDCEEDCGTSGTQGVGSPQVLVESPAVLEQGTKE
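Test system – labelled RRE RNA duplex and labelled Rev peptide · Reagent – labelled Rev peptide · Doses – one concentration, 8 µM nominal · Incubation – 5 + 15 min at 25 °C · Signal – FRET fluorescence readout · Read-out basis – % inhibition of FRET ratio versus controls · Control set – DMSO wells as 0% and neomycin B wells as 100% inhibition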
Pyk2 oligo antag = blocks oligomerization of human Pyk2 in cells; Q14289; Q293 cells, Pyk2 FERM NanoBiT luminescence; hits give low values; z-score (the deposit names both 25 µM and 10 µM); 99,000 compounds, 0.83% hits; AID 1347419;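 active = Z-score of -3 or lower, scaled per plate to the spread of control and sample wells; inactive = z-score above -3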;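 note: negative z-score means lost luminescence so less FERM oligomerization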
LYP act = increases human PTPN22 phosphatase activity. AID 697. 96,000 compounds, 0.11% hits. recombinant LYP, DiFMUP fluorescence; 0 = plate median, 100 = signal doubled. activation, % at 2 µM;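 active = activation at 2 µM above a set limit, the mean plus 5 SD, cut at about 37% in these data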
PTPN22 inh 2 = inhibitors of human LYP (PTPN22) phosphatase. Q9Y2R2. recombinant LYP catalytic domain, DiFMUP fluorescence. inhibition, % at 2 µM. 96,000 compounds, 0.21% hits. AID 640;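 active = inhibition at 2 µM at or above a set limit, the screen mean plus 3 SD, cut at about 24% in these data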;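 note: 0% = DMSO with enzyme and 100% = enzyme fully blocked by orthovanadate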
PLK1 inh = blocks human PLK1 kinase activity; 97,000 compounds, 0.53% hits; recombinant PLK1 kinase, TR-FRET peptide phosphorylation; inhibition, % at 10 µM; P53350;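 active = inhibition of 50% or more in the single-concentration screen; inactive = inhibition below 50%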;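 note: 0% = DMSO max control and 100% = H-89 dihydrochloride min control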
* marks the source's active call; other numbers are inactive results; x = no result given.

SMILES	FAK inh	EphB4 antag	Plk1 PBD FP	cytoskel mod	Rev-RRE block	Pyk2 oligo antag	LYP act	PTPN22 inh 2	PLK1 inh
COC(=O)c1ccccc1OCCCOc1ccc(C)cc1OC	1	1	-7	x	13	x	-1	1	24
CN(C)C(CNS(=O)(=O)c1ccc(Br)cc1)c1cccnc1 (stereo not given)	4	-3	5	-28	6	0.36	-1	4	-13
Cc1ccccc1Cn1c(=O)n(CCC(=O)NCc2ccc3c(c2)OCO3)c(=O)c2ccccc21	1	-4	18	3	-1	0.44	10	-10	9
Cc1cc(C)nc(Nc2ccccc2Br)n1	3	-7	18	-20	3	0.21	4	-5	-7
CCOc1ccc(C(=O)NCC(=O)OC(C)C(=O)NCc2ccco2)cc1OCC (stereo not given)	-6	-4	-16	31	1	0.61	-2	1	-15
COc1cccc(N(C(=O)CNC(=O)c2ccco2)C(C(=O)NC2CCCCC2)c2ccncc2)c1 (stereo not given)	-1	-5	-13	26	3	0.05	2	-2	-10
CC(=O)Oc1ccc(C(=O)Nc2cc(C)ccc2NC(=O)COc2ccccc2)cc1	0	-1	-7	-11	6	-2.2	15	-11	-8
Cc1nc(NC(=O)C2CC2)sc1C(=O)N(C)C	-6	7	-22	-4	7	-0.71	2	-3	-7
Cn1cnnc1SCC(=O)Nc1ccc(S(=O)(=O)N2CCCC2)cc1	-1	1	14	6	-1	0.1	7	-4	-2
COc1ccccc1Oc1ccc2c(c1)C(=O)N(c1ccc(Br)c3cccnc13)C2=O	4	-2	15	-8	10	-1.2	-6	6	-29
COc1ccc(-c2nnc(SC(C)C(=O)Nc3c(C)n(C)n(-c4ccccc4)c3=O)o2)cc1 (stereo not given)	-4	0	-9	3	6	7	-7	10	-4
CCOC(=O)c1cc2sc(C)cc2n1CCCN1C(=O)c2ccccc2C1=O	-11	3	-20	-16	1	-0.25	5	-5	-10
CCCc1ccc(-c2ccc(F)c(N)c2)nc1	1	2	-18	57	5	-0.18	5	-8	-15
Cn1c(SCC(=O)N2CCN(S(=O)(=O)c3ccccc3)CC2)nc2ccccc21	-6	-1	0	-5	7	-0.51	-6	3	-7
Cc1cc(N2CC(C(=O)O)CC2=O)ccc1Br (stereo not given)	1	1	33	-8	12	0.06	1	-4	-7
O=C1Nc2cc3c(cc2Sc2ccccc21)OCCO3	8	-1	-6	x	-3	-0.52	6	-7	-18
COc1cc(/C=N/Nc2nc(Nc3ccc(C)cc3)nc(-n3nc(C)cc3C)n2)cc(OC)c1OC	2	-1	2	9	0	-2.3	-6	7	-6
CCC1CCCCN1C(=O)Cn1c(=O)oc2ccccc21 (stereo not given)	1	-2	-7	22	4	0.23	0	-2	-8
COC(=O)CSc1nnc(C2COc3ccccc3O2)n1-c1ccccc1 (stereo not given)	4	7	6	20	1	0.12	6	-11	-6
Cc1ccc(NC(=O)Cc2ccc3c(c2)CCCC3)cc1C	-6	-3	4	-12	8	-0.7	1	4	-5
Cc1ccc(C)c(N(CC(=O)NN=C2CCCCCCC2)S(C)(=O)=O)c1	0	-5	8	7	0	0.37	-11	16	-6
Cc1cccc(OCC(=O)N2CCN(C(=O)CCC3CCCC3)CC2)c1	3	-2	-22	9	4	0.38	0	1	5
COc1cc([N+](=O)[O-])ccc1NC(=O)CCCOc1cccc(C)c1C	3	-1	-22	16	22	0.39	-5	10	-14
O=C(Nc1ccccc1)c1cccnc1N1CCCC1	0	-4	-14	-20	10	-0.08	2	-1	-4
Cc1ccc(N2C(=O)CC(n3nc(C)cc3C)C2=O)cc1 (stereo not given)	-1	3	-6	5	1	0.46	-5	5	-3

Complete entries from above.
Cc1ccc(C)c(N(CC(=O)NN=C2CCCCCCC2)S(C)(=O)=O)c1 is listed as FAK inh = 0; EphB4 antag = -5; Plk1 PBD FP = 8; cytoskel mod = 7; Rev-RRE block = 0; Pyk2 oligo antag = 0.37; LYP act = -11; PTPN22 inh 2 = 16; PLK1 inh = -6
CCC1CCCCN1C(=O)Cn1c(=O)oc2ccccc21 (stereo not given) is listed as FAK inh = 1; EphB4 antag = -2; Plk1 PBD FP = -7; cytoskel mod = 22; Rev-RRE block = 4; Pyk2 oligo antag = 0.23; LYP act = 0; PTPN22 inh 2 = -2; PLK1 inh = -8

Taken from above, 4 compounds:
SMILES	FAK inh	EphB4 antag	Plk1 PBD FP	cytoskel mod	Rev-RRE block	Pyk2 oligo antag	LYP act	PTPN22 inh 2	PLK1 inh
Cc1ccccc1Cn1c(=O)n(CCC(=O)NCc2ccc3c(c2)OCO3)c(=O)c2ccccc21	1	-4	18	3	-1	0.44	10	-10	9
Cc1cc(C)nc(Nc2ccccc2Br)n1	3	-7	18	-20	3	0.21	4	-5	-7
CCOc1ccc(C(=O)NCC(=O)OC(C)C(=O)NCc2ccco2)cc1OCC (stereo not given)	-6	-4	-16	31	1	0.61	-2	1	-15
COc1cccc(N(C(=O)CNC(=O)c2ccco2)C(C(=O)NC2CCCCC2)c2ccncc2)c1 (stereo not given)	-1	-5	-13	26	3	0.05	2	-2	-10

(further entries)
SMILES	FAK inh	EphB4 antag	Plk1 PBD FP	cytoskel mod	Rev-RRE block	Pyk2 oligo antag	LYP act	PTPN22 inh 2	PLK1 inh
Cc1cc(OCC(=O)NCCN2CCOCC2)ccc1Br	-3	2	42	-2	4	0.05	-5	2	-11
CCOc1cccc(N2C(=O)CC(NCc3ccc(S(N)(=O)=O)cc3)C2=O)c1 (stereo not given)	-1	2	-1	-15	1	0.07	-11	9	4
Cc1cccc(NC(=S)NC(=O)C(c2ccccc2)c2ccccc2)n1	2	10	4	-7	3	0.29	1	2	-4
O=C(c1ccccc1)[C@H]1CC=CC[C@H]1C(=O)O	-5	-8	1	-14	1	0.16	-3	6	-6
COc1ccc(-c2noc(CCC(=O)NCCCN3CCC(C)CC3)n2)cc1	0	0	-5	-5	-4	0.74	-1	0	-14
O=C(c1cc2ccccc2o1)N1CCN=C1SCc1cccnc1	9	1	-14	67	2	1.6	-2	2	-10
COC(=O)c1cccc(S(=O)(=O)N2CCCCC2)c1	-2	-1	-13	12	3	0.79	7	-9	7
CN(C)c1ccc(NC(=O)COC(=O)CCC(=O)c2ccc(F)cc2)cc1	1	-3	-29	7	-5	0.21	6	-6	-5
CCN(C(=O)COC(=O)c1c(-c2ccccc2)noc1C)C1CCS(=O)(=O)C1 (stereo not given)	-3	6	13	-11	-1	0.73	8	-10	-1
Cc1sc2ncn(CC(=O)NCC(=O)N(C)Cc3ccccc3)c(=O)c2c1C	0	4	-11	1	4	-0.45	-1	-1	-9
COC(=O)C1C(=O)C2=C(CC1C)NC(C)=C(C(=O)OCc1ccc(OC)cc1)C2c1ccc(C)o1 (stereo not given)	-1	-1	10	6	1	1.8	-9	9	-13
O=C(CCC(=O)OC(C(=O)c1ccccc1)c1ccccc1)Nc1ccccc1 (stereo not given)	1	-2	10	15	4	-0.57	-28	24*	-6
O=C(Nc1ccccn1)c1cc2ccccc2o1	0	4	-3	7	-4	-0.19	-8	8	-12
Cc1ccccc1C(=O)Nc1ccc2c(c1)OCO2	4	3	9	14	10	0.39	-13	11	-17
O=C(NCC1CCCO1)c1onc(CSc2ccccc2)c1C(=O)O (stereo not given)	-2	0	-9	56	6	x	-9	12	-9
O=C1CCCC2=C1C(c1ccncc1)c1c(nc(SCc3ccccc3)[nH]c1=O)N2 (stereo not given)	-2	10	-2	-10	9	-0.19	1	-2	-17
COc1ccccc1C(=O)N1CCN(C(=O)COc2cccc(C)c2)CC1	-2	-5	-6	15	-1	1.2	1	-4	-3
COc1cc(C(C)=O)ccc1OC(=O)C(C)N1C(=O)c2ccccc2C1=O (stereo not given)	0	5	-6	-2	10	1.3	4	-8	0
CC(C)C(=O)Nc1c2c(nc3c1CCC3)CCCC2	-4	-14	-32	-9	1	-0.08	13	-10	-8
Nn1c(SCC(=O)NC2CCCC2)nnc1-c1ccccc1F	-2	8	-23	16	10	-0.32	4	0	-11
NC(=O)C1CCN(CC(=O)N2c3ccccc3CCc3ccccc32)CC1	0	-6	-26	-17	1	-0.06	7	-9	-1
O=C(O)CSc1nnc(-c2ccc(S(=O)(=O)N3CCCC3)cc2)n1Cc1ccco1	2	-4	2	40	1	0.24	14	-15	-14
CCOC(=O)c1cnn2c(C)cc(-c3ccccc3)nc12	2	5	-9	-2	2	-0.31	5	-8	-15
COc1ccc(C2C(C(=O)Nc3ccccc3OC)=C(C)Nc3ncnn32)cc1 (stereo not given)	6	3	-15	-5	9	x	13	-16	-5
CCOC(=O)C1C(=O)CC(C)(O)C(C(=O)OCC)C1c1ccc(Br)o1 (stereo not given)	-1	3	-4	-3	0	x	3	-4	-2

Next part.
SMILES	FAK inh	EphB4 antag	Plk1 PBD FP	cytoskel mod	Rev-RRE block	Pyk2 oligo antag	LYP act	PTPN22 inh 2	PLK1 inh
CCC(CC)C(=O)N1c2ccc(F)cc2CCC1C (stereo not given)	-2	-1	8	-1	1	-0.17	-2	-1	-10
CC(C)(C)c1ccc(OCC(=O)Nc2ccc(-c3nc4cccnc4o3)cc2)cc1	-1	-3	-1	-21	-6	1.2	-13	13	-10
CCC(C)NC(=O)C1c2ccccc2C(=O)N1Cc1cc(OC)ccc1OC (stereo not given)	-2	-8	1	8	6	0.41	8	-8	-9
CCn1c(SCC(=O)Nc2ccc3c(c2)oc2ccccc23)nnc1-c1ccc(N)cc1	5	-6	-12	x	-1	-2	7	-6	-4
Cc1ccc(N(C)C(=O)C2CCN(S(=O)(=O)c3ccc4c(c3)oc(=O)n4C)CC2)cc1	-2	-2	-4	2	10	x	-1	-2	-7
COc1ccc(CC(=O)Nc2ccc(-c3nnc(-c4ccccc4)o3)cc2)cc1OC	-30	-1	5	14	-1	-0.38	-8	5	-12
COC(=O)c1ccc(Cl)c(NC(=O)NC23CC4CC(CC(C4)C2)C3)c1	10	-2	13	27	-2	-3.6*	-8	10	-11
COc1cc(NC(=O)NCCN2CCN(c3ccc(Cl)cc3)CC2)ccc1C	-5	0	-22	6	2	0.08	10	-6	-3
Cc1cc2ccc(C)c(C)c2nc1SCC#N	-4	-7	8	2	4	-0.28	10	-12	8
O=C(O)C1C2C=CC(C2)C1C(=O)NCCc1ccncc1 (stereo not given)	-2	1	-19	1	7	0.48	-8	11	-18
CCN(CC)S(=O)(=O)c1cc(C(=O)Nc2nncs2)c(Cl)cc1Cl	-4	-6	-2	5	3	0.5	8	-9	-10
Cc1ccc(S(=O)(=O)N2CCN(S(=O)(=O)c3ccccc3)C2)cc1	0	4	2	x	7	1.7	-7	9	3
CCOC(=O)c1c(CN2CCCCC2)n(C)c2cc(Br)c(O)cc12	3	-2	12	x	3	-0.27	-3	4	-4
Cc1ccccc1NC(NC(=O)c1cccs1)C(Cl)(Cl)Cl (stereo not given)	-1	-10	11	1	3	0.51	10	-8	-4
COc1cc(OC)cc(-c2nc(-c3ccccc3OC)no2)c1	0	1	10	4	2	-0.17	-5	5	-4
C/C(=C\C(=O)c1ccc(Cl)cc1)NCc1ccc2c(c1)OCO2	-5	-5	-18	9	-7	0.98	8	-3	-3
Cc1ccccc1CN1C2=NCCCN2c2ccccc21	-2	4	-8	9	7	0.45	-10	10	-10
O=C(Cc1n[nH]c(=O)[nH]c1=O)N/N=C/c1ccccc1O	1	-6	-5	-20	1	0.32	6	-3	-9
COC(=O)C1=C(C)N=C2SC(C)C(=O)N2C1c1cccc(F)c1 (stereo not given)	-3	0	5	-25	3	-3.6*	-1	0	-3
Cc1cc(C)nc(NC(=O)CSc2nn(C)c(=S)s2)n1	15	4	-5	-6	9	-0.03	2	-3	-8
CC1CC(NS(=O)(=O)c2cccs2)CC(C)(C)C1 (stereo not given)	1	-1	-3	-9	12	0.55	10	-8	-8
CCn1c(SCc2nc3ccccc3nc2C)nnc1-c1cccs1	2	4	21	26	-1	1.1	-4	1	-8
CCc1nnc(NC(=O)CSc2nnc(COc3ccccc3)n2Cc2ccccc2)s1	5	1	1	-22	15	2.5	4	-4	-6
N/C(=N\OC(=O)Oc1ccccc1)c1ccc(Cl)cc1	0	3	-11	-1	2	0.26	-3	2	-3
